HTR5A ag ctr = counter-screen for OPRM1-OPRD1 agonists: human HTR5A agonism; P47898; AID 504692; HTR5A agonist assay, luminescence, cell-based; activation, % at 9.3 µM; actives 0.61% (n = 340,000); in the data active means activation mostly above about 9.5%, no sharp cut-off; inactive means mostly below about 7.6%;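 further: 0% = cells with vehicle only and 100% = reference agonist; strong numbers were not always called active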
Target sequence (P47898 whole entry, looked up): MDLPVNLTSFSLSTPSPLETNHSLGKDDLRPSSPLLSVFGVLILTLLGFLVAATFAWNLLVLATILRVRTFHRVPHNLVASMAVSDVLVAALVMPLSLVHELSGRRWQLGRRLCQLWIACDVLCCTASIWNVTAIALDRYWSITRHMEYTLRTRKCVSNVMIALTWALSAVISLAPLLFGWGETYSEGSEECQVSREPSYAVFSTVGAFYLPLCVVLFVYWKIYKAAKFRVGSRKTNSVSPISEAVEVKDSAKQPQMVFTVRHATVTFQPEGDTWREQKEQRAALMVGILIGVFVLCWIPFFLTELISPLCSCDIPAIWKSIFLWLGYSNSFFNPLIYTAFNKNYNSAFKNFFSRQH
Rtt109 Vps75 = inhibitors of Candida albicans Rtt109/Vps75 histone acetyltransferase; purified Rtt109/Vps75, ThioGlo CoA-SH fluorescence, 4 h; AID 540336; actives 0.16% (n = 330,000); Q5AAJ8; inhibition, % at 34.9 µM;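 active means inhibition of at least 50% in every replicate; inconclusive means best replicate reaches 50% inhibition but some replicates fall short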
PvdQ inh = P. aeruginosa PvdQ acylase inhibition; purified PvdQ acylase, fluorescence plate reader; inhibition, % at 10 µM; actives 0.063% (n = 340,000); AID 488965; in the data active means inhibition above about 30%, passing the limit was not always enough; inconclusive means no clear call, values can overlap the other calls;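 further: 0% = vehicle neutral wells and 100% = reference inhibitor wells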
SR-BI DiI inh = inhibitors of mouse SR-BI mediated HDL lipid uptake; Q61009; inhibition, % at 12.5 µM; ldlA[mSR-BI] CHO cells, DiI-HDL uptake fluorescence, 3 h; AID 488896; actives 0.96% (n = 320,000);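 active means mean replicate inhibition of at least 70% and a set share of replicates each scoring 70 or more; inconclusive means meets just one of the two criteria; inactive means fails both criteria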;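 further: 0% = median of neutral control wells and 100% = median of positive control wells; values of inactives mirror those of a sister screen read the other way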
cardiac RTF act = increases calcium sensitivity of human cardiac regulated thin filaments. IANBD-labeled TnC RTF fluorescence at EC20 calcium; 0% EC20 calcium, 100% full calcium. activation, % at 7.2 µM. actives 0.24% (n = 340,000). AID 493008;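 active means activation above the mean over all tested compounds plus 3 SD, cut at about 30% in these data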;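 further: rise in fluorescence read as greater calcium sensitivity of cardiac thin filaments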
CDK5 inh = inhibitors of human CDK5/p35 kinase; Q00535+Q15078; Recombinant CDK5/p35, ADP-Glo luminescence, 60 min; inhibition, % at 10 µM; actives 0.01% (n = 330,000);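 active means highest replicate inhibition of at least 50% and at least 75% of replicates reaching 50%; inconclusive means only one of the two criteria met; inactive means both criteria failed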;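 further: plate controls were DMSO neutral control for no effect and GW8510 at 10 µM for full effect; many of its hits are not listed in these tables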
Target sequence (Q00535 whole entry, looked up): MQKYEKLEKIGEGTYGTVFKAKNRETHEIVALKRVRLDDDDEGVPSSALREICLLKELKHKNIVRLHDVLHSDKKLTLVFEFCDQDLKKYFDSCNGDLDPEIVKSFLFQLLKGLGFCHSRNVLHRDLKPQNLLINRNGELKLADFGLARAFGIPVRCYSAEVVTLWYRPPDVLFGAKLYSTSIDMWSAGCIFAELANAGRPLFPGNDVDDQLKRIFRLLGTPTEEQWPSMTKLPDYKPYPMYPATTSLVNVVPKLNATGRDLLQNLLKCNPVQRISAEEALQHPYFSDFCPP
Target sequence (Q15078 whole entry, looked up): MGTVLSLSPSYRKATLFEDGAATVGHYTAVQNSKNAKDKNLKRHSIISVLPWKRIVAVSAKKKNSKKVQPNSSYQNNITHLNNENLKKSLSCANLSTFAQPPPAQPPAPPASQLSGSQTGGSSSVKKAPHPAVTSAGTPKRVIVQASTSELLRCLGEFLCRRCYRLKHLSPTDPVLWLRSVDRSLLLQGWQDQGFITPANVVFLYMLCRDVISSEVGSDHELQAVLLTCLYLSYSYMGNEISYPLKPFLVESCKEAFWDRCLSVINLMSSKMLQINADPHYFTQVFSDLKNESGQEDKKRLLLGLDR
dFosB activator = activators of mouse delta FosB homodimer. actives 0.99% (n = 340,000). activation, % at 25 µM. purified delta FosB, TAMRA-CDK5 oligo fluorescence polarization; percent of positive-control signal above neutral wells. P13346;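 active means mean activation above about 17%, with every replicate also reaching it, limit read from the data, passing the limit was not always enough; inconclusive means only one of the two conditions met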;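 further: fluorescence polarization rise as delta FosB binds a TAMRA Cdk5 AP-1 oligo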
MITF TRPM1 HTS = activators of MITF-driven TRPM1 promoter activity in SK-MEL-5 cells | activation, % at 12.5 µM | SK-MEL-5 TRPM1-promoter luciferase, 24 h; % of positive control, neutral wells = 0 | AID 588334 | actives 0.75% (n = 300,000);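 active means mean activation of at least 80% with every replicate also reaching 80%; inconclusive means mean reaches 80% but some replicate falls short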;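 further: 0% = neutral control wells and 100% = parthenolide positive control wells; values of inactives mirror those of a sister screen read the other way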
SR-BI uptake up = enhances SR-BI lipid uptake from DiI-HDL; CHO ldlA[mSR-BI] cells, DiI-HDL uptake fluorescence, 3 h; 100 = double the neutral-control signal; activation, % at 12.5 µM; actives 0.096% (n = 320,000); AID 504775;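 active means mean replicate activation of at least 60% and every replicate at or above 60%; inconclusive means mean or all-replicate condition met, but not both; inactive means mean below 60% and not all replicates reaching 60%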;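 further: 0% = median plate neutral-control signal and 100% = twice that signal; values of inactives mirror those of a sister screen read the other way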
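material = CHO ldlA[mSR-BI] cells | medium = Ham's F12 with 0.5% BSA, HEPES 25 mM, pH 7.4 | reagent = fluorescent DiI-HDL, 10 µg/mL final | compound dosing = single-point compound dose | incubation = 3 h, 37 °C | measured by = bottom-read fluorescence, 550/595 nm | measure = HDL uptake via cellular fluorescence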
Wnt act = activates Wnt/beta-catenin signaling in a reporter cell assay; activator, plate reader; activation, % at 9.35 µM; actives 1.2% (n = 300,000); in the data active means activation above about 30%, passing the limit was not always enough; inconclusive means no clear call, values can overlap the other calls;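 further: 0% = neutral control wells and 100% = positive control wells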
Active calls of the source: *; ? = inconclusive; . = not tested or not shown; & = joins results of further samples.

SMILES	HTR5A ag ctr	Rtt109 Vps75	PvdQ inh	SR-BI DiI inh	cardiac RTF act	CDK5 inh	dFosB activator	MITF TRPM1 HTS	SR-BI uptake up	Wnt act
O=C(CCN1C(=O)[C@H]2CC=CC[C@H]2C1=O)NCc1nc(-c2ccccc2)no1	-2	15	11	9	-2	1.6	-11	-17	-9	1
C=CCNC(=O)COc1ccc(S(=O)(=O)N2CCCC2)cc1	1	-2	10	-6	7	-1.4	-2	4	6	-8
COC(=O)[C@H](C)NC(=O)Nc1ccccc1C(F)(F)F	6	-3	-14	-31	-1	0.5	0	6	31	.
Cc1ccc(NC(=S)NCCc2ccccc2)c(C)c1	3	9	-8	6	-6	1.8	-1	-11	-6	-1
CC1(C)Cc2c(c(N3CCOCC3)nc3sc4c(NCC5CCCO5)nnnc4c23)CS1 (stereo not drawn)	-4	6	-3	14	5	1.3	-17	3	-14	-1
CCn1c(SCC(=O)NCC2CCCO2)nnc1-c1ccc(S(=O)(=O)N2CCN(C)CC2)cc1 (stereo not drawn)	2	-8	-18	-2	3	-4.1	-1	-4	2	0
Cc1nonc1NC(=O)CSc1nc2c(C)cccc2cc1C#N	-1	-3	-17	18	4	-2.0	-2	53	-18	?
C=CCn1cc(C(=O)OC)c(=O)c2cc(S(=O)(=O)N3CCC(C)CC3)ccc21	1	1	4	-10	3	0.7	-4	1	10	.
CCc1sc(C(=O)N2CCN(S(C)(=O)=O)CC2)cc1Br	-2	0	-11	7	4	0.4	-1	-4	-7	-3
COc1ccc(CN=Cc2[nH]c3ccc(Br)c(Cl)c3c2O)cc1	-2	-1	-8	0	10	-0.8	-7	-26	0	.
COc1cc(C(=O)OCC(=O)c2cc(C)n(CC3CCCO3)c2C)cc(OC)c1C (stereo not drawn)	1	6	-7	18	-6	-0.5	-16	29	-18	-1
CC(C)Cn1c(N)c(C(=O)CSc2nc3ccccc3n2C)c(=O)n(C)c1=O	0	15	6	-1	-2	1.0	7	-3	1	.
CCOC(=O)c1nnn(CC(=O)Nc2cccc(Cl)c2C)c1C(=O)OCC	1	-1	6	10	7	0.2	-9	-3	-10	-7&-1
Cc1ccc(C(C)NC(=O)Cn2nc(C)c([N+](=O)[O-])c2C)cc1 (stereo not drawn)	2	0	-8	-11	-2	-0.2	-6	-9	11	0
Cc1cc(C(=O)CSc2nc(N)cc(=O)[nH]2)c(C)n1CCc1ccc(F)cc1	0	-4	-20	90*	6	-1.1	-3	-12	-90	.
C=CCOc1ccc(/C=C2\N=C(C)OC2=O)cc1OC	3	-15	-17	.	3	0.2	-1	.	.	1
O=C(C1=C[C@H](c2ccc(C(F)(F)F)cc2)C[C@H](OCCCCO)O1)N1CCN(Cc2ccccc2)CC1	6	1	-10	-6	1	-1.0	-6	5	6	-4
CCOC(=O)N1CCN(C(=O)CSCc2ccc(Cl)cc2)CC1	-4	-2	-9	3	0	0.7	-3	21	-3	.
CCC(=O)N1CCc2cc(S(=O)(=O)NC(C(=O)N3CCc4ccccc4C3)C(C)C)ccc21 (stereo not drawn)	-4	9	-12	13	2	1.6	-7	.	-13	.
CC(C)(C)[C@@H]1COC(=O)[C@@H](NC(=O)OCC2c3ccccc3-c3ccccc32)C/C=C\C[C@@H](CC(=O)NCCO)C(=O)N1	1	8	-19	-1	0	0.3	-8	-2	1	0
Cc1ccccc1C(=O)N1CCC(C(=O)Nc2ccccc2Cl)CC1	3	3	-11	-26	-1	-1.5	-3	-1	26	-1
CCC(=O)c1ccc(OCC(=O)OCC(=O)Nc2ccc(C)c(S(=O)(=O)N3CCCCC3)c2)cc1	-7	0	-3	40	-1	-0.6	-15	4	-40	3
O=C(Nc1cccs1)N1CCN(c2ncccn2)CC1	4	-6	-11	-1	6	2.4	-5	7	1	-1
COc1cccc(/C=C/C(=O)OCC(=O)N(C)CC(=O)Nc2ccccc2Cl)c1OC	6	0	-8	22	3	-0.5	-12	-19	-22	-1
CC1(C)[C@H]2CC[C@]1(C)[C@@H](OC(=O)C[N+]1(C)CCOCC1)C2	3	-3	5	-5	1	-0.1	-2	-3	5	-2
COc1ccc(-n2cnnc2SCC(=O)Nc2cc(C)on2)cc1	3	-1	-18	5	0	0.2	-11	-2	-5	-1
O=C(CSc1n[nH]c(C2CCCC2)n1)NC1CCCC1	-1	-1	-3	-4	-2	0.3	-2	-3	4	-2
CC(C)CCSc1nc2ccccc2[nH]1	5	-5	6	18	3	-0.6	-3	42	-18	0
CC(=N)c1c(O)c2ccccc2oc1=O	1	2	-8	.	-1	-1.1	-14	16	.	8
CCC(=O)NC(c1cccs1)c1cc([N+](=O)[O-])c2cccnc2c1O (stereo not drawn)	0	0	0	5	-5	-2.8	-9	1	-5	19
CCN(CC(=O)Nc1c(F)cccc1F)C(=O)CN1C(=O)NC2(CCCC2)C1=O	8	-2	-17	-21	10	-2.0	3	1	21	-2
CCOc1cc(/C=N/NC(=O)c2ccncc2)ccc1OC(=O)c1ccccc1	1	12	2	22	-4	0.9	-11	-11	-22	3
CCc1nc2oc3ccccc3c(=O)c2c(=O)n1Cc1ccccc1	6	9	4	15	-4	1.2	-6	-16	-15	0
Cc1ccc(-c2ccccc2)n1-c1ccc(C(=O)O)cc1	4	2	-13	-15	-4	-0.1	3	12	15	.
Cc1ncc(CN2CCC(n3nccc3NC(=O)c3ccccc3)CC2)s1	2	3	-19	-57	-3	-0.2	-3	-7	57	6
COc1ccc(CN(CC2CCC(C(=O)O)CC2)C(=S)Nc2cccc(C)c2)cc1 (stereo not drawn)	-3	-3	-12	-7	2	-1.0	0	-6	7	8
COc1cc(C(=O)NCCCN2CCCC2=O)cc(Br)c1OCc1ccccc1	-3	12	14	26	1	1.2	-7	0	-26	-1
N#CCCn1cc(/C=N/O)c(-c2ccc(Cl)cc2)n1	2	-1	6	-14	-3	4.5	5	-11	14	.
CCOc1ccc(C(=O)NCCN2CCCCC2)c(OCC)c1	-1	0	-12	42	1	1.7	0	-5	-42	1
CC(C)N1CCN(Cc2ccccc2-c2ccco2)CC1CCO (stereo not drawn)	-1	0	-5	33	-2	-4.2	-11	-11	-33	0
OCCN1CCN(C(=S)c2ccc(-c3ccccc3)cc2)CC1	5	3	-7	8	1	1.4	-5	.	-8	-5
Nc1nc(SCC(=O)Nc2ccccc2)[nH]c(=O)c1-c1ccccc1	1	9	-11	-2	-6	0.9	2	4	2	-3
O=Nc1c(O)n(Cc2ccc(Cl)cc2)c2ccccc12	1	-5	-47	23	-8	-1.1	-11	-12	-23	-3
Cc1ccc(OCC(=O)N2CCN(C(=O)c3cccc(F)c3)CC2)cc1	-1	-12	0	-21	12	-3.2	1	-2	21	-13
CCOC(=O)c1cc(CC)sc1NC(=O)COC(=O)C1CCC1	-4	6	-13	-5	-2	-1.1	0	-1	5	5
O=C(NCC(c1ccco1)N1CCc2ccccc2C1)C(=O)Nc1ccc(F)cc1F (stereo not drawn)	-5	1	-7	1	-12	0.7	0	-3	-1	-5
COc1ccc(C(=O)CC(=O)C(=O)Nc2ccc(OC)c(Cl)c2)cc1	-1	-3	-10	-8	-5	-1.4	-12	-2	8	0
CC1C[N+](=C2C=C(N3CCOCC3)CC(C)(C)C2)CC(C)O1 (stereo not drawn)	4	31	10	-16	6	4.7	-1	-4	16	3
O=C(CNC(=O)c1ccccn1)N=Nc1c(O)[nH]c2ccccc12	0	8	1	.	-1	0.0	-13	19	.	3
CCOc1ccc(Cl)cc1/C=N/NC(=O)c1ccccc1	0	5	6	57	2	0.4	-6	-1	-57	.
CN(C(=O)c1cccc(NC(=O)Cc2ccc(NC(=O)C3CCN(C(=O)CCc4ccccc4)CC3)cc2)c1)C1CCCCC1	7	0	-13	41	-3	-5.7	-15	-6	-41	-2
CCn1ccnc1CN(C)Cc1nc(Cc2cccc(C(F)(F)F)c2)no1	0	-7	-20	0	4	-0.8	-5	-5	0	.
CCC1CCCCN1Cc1nc2c(c(=O)n(C)c(=O)n2C)n1CCC(C)C (stereo not drawn)	5	-7	-7	-21	-3	-3.8	-12	.	21	-1
CCOn1c(=O)c(=O)n(OC)c2ccccc21	3	9	-8	-3	5	1.0	-2	-6	3	5
CC(=O)N1c2ccc(S(=O)(=O)NCCC(=O)Nc3ncccc3C)cc2CC1C (stereo not drawn)	-1	-7	13	-22	-1	0.0	3	11	22	-2
COc1ccc(-c2oc3ccccc3c2C(=O)Oc2ccccc2)cc1	3	-3	0	64	0	1.2	-6	-9	-64	2
CC(Sc1nc(N(C)C)nc(N2CCOCC2)n1)C(=O)Nc1ccccc1 (stereo not drawn)	1	-9	-9	28	-1	-0.1	-3	12	-28	.
Cc1ccc(S(=O)(=O)NNC(=O)c2ccc(F)cc2)cc1	2	-20	-1	-16	2	1.4	3	0	16	1
COc1ccc(S(=O)(=O)N2CCOCC2)cc1NC(=O)COc1ccc(C)cc1	1	1	2	38	-5	0.8	-9	8	-38	-24
CCn1c(=O)[nH]c2cc(C(=O)Nc3cc(C)cc(C)c3)ccc2c1=O	-1	11	-2	72*	3	-0.9	7	10	-72	1

An excerpt from above in order of molar mass, low to high:
SMILES	HTR5A ag ctr	Rtt109 Vps75	PvdQ inh	SR-BI DiI inh	cardiac RTF act	CDK5 inh	dFosB activator	MITF TRPM1 HTS	SR-BI uptake up	Wnt act
CCOc1ccc(Cl)cc1/C=N/NC(=O)c1ccccc1	0	5	6	57	2	0.4	-6	-1	-57	.
CCn1ccnc1CN(C)Cc1nc(Cc2cccc(C(F)(F)F)c2)no1	0	-7	-20	0	4	-0.8	-5	-5	0	.
CN(C(=O)c1cccc(NC(=O)Cc2ccc(NC(=O)C3CCN(C(=O)CCc4ccccc4)CC3)cc2)c1)C1CCCCC1	7	0	-13	41	-3	-5.7	-15	-6	-41	-2

Continued.
SMILES	HTR5A ag ctr	Rtt109 Vps75	PvdQ inh	SR-BI DiI inh	cardiac RTF act	CDK5 inh	dFosB activator	MITF TRPM1 HTS	SR-BI uptake up	Wnt act
COC(=O)Cc1c(C)nc2nc[nH]n2c1=O	1	11	6	6	-3	3.5	3	.	-6	-3
O=C(NC1CCN(Cc2ccccc2)CC1)C1CCN(S(=O)(=O)c2cccc3nsnc23)CC1	1	-17	-11	13	1	1.3	-6	-16	-13	.
CCOC(=O)[C@H]1CCC[C@@H](NS(=O)(=O)c2ccc(NC(C)=O)cc2)C1	12*	-14	-7	-16	-4	-2.6	4	-8	16	.
Cc1ccc(S(=O)(=O)N2CCOCC2)cc1C(=O)Nc1ccc(C(N)=O)cc1	-1	32	3	.	1	-1.4	3	2	.	-3
O=C(Cn1cc([N+](=O)[O-])cn1)NCCc1nc2ccccc2[nH]1	-4	-8	-10	-12	-3	-0.6	-2	-17	12	-1
CCN(CC)C(=O)COc1ccc2c(-c3ccc(OC)cc3)cc(=O)oc2c1	2	0	-20	39	2	0.2	-18	-2	-39	-2
O=C(NCc1ccc(F)cc1)C1CCN(S(=O)(=O)c2ccc(Cl)cc2)CC1	-1	11	9	.	-5	-0.5	5	-6	.	-3
